# Growth percent in the NCI-60 one-dose screen (48 h, 10 µM unless noted): 100 = growth as untreated, 0 = no growth, -100 = all killed.
# TK-10: TK-10 renal cancer cells; 3.9% of 81,000 active
# SF-539: SF-539 CNS cancer; 6.8% of 81,000 active; AID 1794752
# SN12C: SN12C renal cancer cells | 3.8% of 81,000 active | AID 1794767
# SF-295: SF-295 CNS cancer cells; 5.6% of 79,000 active
# PC-3: PC-3 prostate cancer cells. 3.9% of 80,000 active. AID 1794754
# U251: U251 CNS tumor cells. 5.4% of 80,000 active. AID 1794753
# UO-31: UO-31 renal cancer. AID 1794768. 5.2% of 81,000 active
# 786-0: 786-0 renal cancer cells | 5.1% of 81,000 active
# DU-145: DU-145 prostate cancer | 4.2% of 81,000 active
# Active calls of the source: *; / = not tested or not shown; [ ] = dose if it differs, or a comment. Rule for the calls: active = growth percent below 10; inactive = the rest. Rows are unselected. About 10% of those tested had a hit in this group.
nr	smiles	TK-10	SF-539	SN12C	SF-295	PC-3
1	c1cc(C2CCCCC2)ccc1-c1cnc2nonc2n1	16	0.1*	19	28	24
2	C=CCc1cc(OC)c(O)c(OC)c1	113	92	102	97	95
3	O=C(CCNC(=O)c1nc(-c2ccccc2)n(-c2ccccc2)n1)NO	90	102	99	106	/
4	CC(C)OC(=O)Nc1ccc(F)c(F)c1	89	97	96	98	91
5	COc1cc(-c2nc(-c3ccccc3)[nH]c2-c2ccnc(NCCCNS(=O)(=O)c3ccc(Cl)cc3)n2)ccc1F	89	78	65	75	40
6	CCC(=O)Oc1c(Cl)cc(Cl)cc1-c1ccccc1	98	102	103	113	91
7	COc1ccc(C2c3c(c4ccccc4[nH]c3=O)Oc3ncn4nc(-c5ccco5)nc4c32)cc1 (stereo not drawn)	106	103	98	104	95
8	O=C1C=CC(=Nc2ccc(F)cc2)O1	100	109	100	104	116
9	Cc1nn(-c2ccccc2)c2nc3nc4c(c(N)c3c(-c3ccc(Cl)cc3)c12)CCCC4	112	97	96	96	95
10	Cc1ccc(N2CCN(CC(O)COc3cccc(C)c3)CC2)cc1 (stereo not drawn)	142	115	104	119	100

nr	U251	UO-31	786-0	DU-145
1	22	29	13	14
2	97	93	102	107
3	99	90	98	103
4	103	81	103	104
5	72	53	69	76
6	100	71	109	111
7	106	87	103	100
8	103	80	96	121
9	/	84	87	109
10	103	96	102	121

# The list goes on.
nr	smiles	TK-10	SF-539	SN12C	SF-295	PC-3
11	CC(C)c1ccc(C(=O)Nc2sc3c(c2C#N)CCC(=O)C3)cc1	1.0*	-48*	4.7*	-7.6*	1.5*
12	CCCCCc1nnc(NC(=O)/C=C/c2cccc(F)c2)s1	121	91	132	127	102
13	CCCC(=O)NC(c1cccnc1)c1cc(C(C)(C)C)c2cccnc2c1O (stereo not drawn)	42	13	30	17	44
14	O=S(=O)(O)c1cnccn1	94	97	103	101	83
15	c1ccc2c(c1)CC1C[C@@H](c3cccc4ccccc34)N2O1 (stereo partly drawn)	81	90	86	93	/
16	COc1cccc(-c2nc3occn3c2-c2ccnc(NCCCNS(=O)(=O)c3ccc(Br)cc3)n2)c1	102	100	71	93	53
17	Cc1ccc(-c2nc(SCc3nc4cc(Cl)c(Cl)cc4[nH]3)[nH]c(=O)c2C#N)cc1	99	97	102	104	94
18	CNS(=O)(=O)Oc1ccc(-c2sc3cc(OS(=O)(=O)NC)ccc3c2C(=O)c2ccc(OCCN3CCCCC3)cc2)cc1	100	65	80	89	42
19	COc1ccc(/C=N\NC(=O)CSc2nc3ccccc3c(=O)n2-c2cc(C)ccc2Cl)cc1OC	98	95	91	102	83
20	N/N=C(\c1ccccc1)c1ccc([N+](=O)[O-])cc1	96	99	97	88	88

nr	U251	UO-31	786-0	DU-145
11	15	-97*	8.8*	44
12	101	94	94	173
13	19	14	2.5*	32
14	102	93	98	110
15	74	53	87	108
16	104	54	92	79
17	99	82	95	92
18	67	51	74	98
19	104	72	75	97
20	103	76	95	92

# The list goes on; it opens with the six that closed the last part.
nr	smiles	TK-10	SF-539	SN12C	SF-295	PC-3
15	c1ccc2c(c1)CC1C[C@@H](c3cccc4ccccc34)N2O1 (stereo partly drawn)	81	90	86	93	/
16	COc1cccc(-c2nc3occn3c2-c2ccnc(NCCCNS(=O)(=O)c3ccc(Br)cc3)n2)c1	102	100	71	93	53
17	Cc1ccc(-c2nc(SCc3nc4cc(Cl)c(Cl)cc4[nH]3)[nH]c(=O)c2C#N)cc1	99	97	102	104	94
18	CNS(=O)(=O)Oc1ccc(-c2sc3cc(OS(=O)(=O)NC)ccc3c2C(=O)c2ccc(OCCN3CCCCC3)cc2)cc1	100	65	80	89	42
19	COc1ccc(/C=N\NC(=O)CSc2nc3ccccc3c(=O)n2-c2cc(C)ccc2Cl)cc1OC	98	95	91	102	83
20	N/N=C(\c1ccccc1)c1ccc([N+](=O)[O-])cc1	96	99	97	88	88
21	COc1cc2c(c(OC)c1OC)C1(NCC2)C(=O)N(Cc2ccc(C)cc2)c2ccccc21 (stereo not drawn)	106	102	92	103	82
22	O=c1[nH]c2nc[nH]c(=O)c2[nH]1	104	111	104	104	104
23	CC(C)(C)c1cc(C=NCc2ccco2)c(O)c(C(C)(C)C)c1	106	108	104	103	101
24	CCCNc1ccncc1CO	103	107	106	105	103
25	CCOC(C)c1ccc(OC(=O)c2ccccc2)c(OC)c1 (stereo not drawn)	104	100	98	100	95
26	C1=C(c2ccccc2)CC(c2ccccc2)=C1	117	93	104	/	96
27	CCN(CC)CCN1C(=O)c2c(c3c4cccnc4[nH]c3c3ccc4ccccc4c23)C1=O	121	76	72	35	59
28	O=C(O)/C=C/c1cn(-c2ccccc2)nc1-c1ccc(F)cc1	103	93	91	88	84
29	Cc1ccc(C(=O)NNC(=O)c2ccc3ccccc3c2)cc1	112	104	99	114	103
30	C=C(C)[C@@H]1CC[C@]2(COC(C)=O)CC[C@]3(C)[C@H](CC[C@@H]4[C@@]5(C)CCCN(C(C)=O)C(C)(C)[C@@H]5CC[C@]43C)[C@@H]12	90	81	67	104	66

nr	U251	UO-31	786-0	DU-145
15	74	53	87	108
16	104	54	92	79
17	99	82	95	92
18	67	51	74	98
19	104	72	75	97
20	103	76	95	92
21	100	64	101	107
22	109	86	103	113
23	94	85	103	105
24	102	97	105	103
25	100	90	105	108
26	98	85	105	115
27	63	53	61	55
28	96	61	96	115
29	95	90	98	114
30	6.5*	77	8.1*	60

# 2 of these compounds in a different format:
# Every second line gives: TK-10 | SF-539 | SN12C | SF-295 | PC-3 | U251 | UO-31 | 786-0 | DU-145
22) O=c1[nH]c2nc[nH]c(=O)c2[nH]1
 : 104 | 111 | 104 | 104 | 104 | 109 | 86 | 103 | 113
23) CC(C)(C)c1cc(C=NCc2ccco2)c(O)c(C(C)(C)C)c1
 : 106 | 108 | 104 | 103 | 101 | 94 | 85 | 103 | 105

# Complete entries from above. Values in the order: TK-10, SF-539, SN12C, SF-295, PC-3, U251, UO-31, 786-0, DU-145
# O=C(O)/C=C/c1cn(-c2ccccc2)nc1-c1ccc(F)cc1 is listed as 103, 93, 91, 88, 84, 96, 61, 96, 115
# CCN(CC)CCN1C(=O)c2c(c3c4cccnc4[nH]c3c3ccc4ccccc4c23)C1=O is listed as 121, 76, 72, 35, 59, 63, 53, 61, 55

# Next part
nr	smiles	TK-10	SF-539	SN12C	SF-295	PC-3
31	COc1ccc2c(c1)sc1nc(-c3ccc(Br)cc3)cn12	133	105	104	89	101
32	Cc1c(NC=O)c(=O)n(-c2ccccc2)n1C	102	102	94	113	91
33	ClC1C2CC3C(C2)C13 (stereo not drawn)	98	91	100	95	99
34	O=[N+]([O-])c1cc([N+](=O)[O-])c(C(F)(F)F)cc1NN=C(c1ccc(O)cc1)c1ccc(O)cc1	123	-65*	80	110	51
35	CC(=O)N1N=C(c2ccc3c(c2)OCO3)CC1c1ccccc1 (stereo not drawn)	120	103	97	114	92
36	CCOC(=O)/C(F)=C/C1CC1CCc1cccc(C(F)(F)F)c1 (stereo not drawn)	99	99	104	100	105
37	O=C1c2c(c3c4ccccc4[nH]c3c3ccccc23)C(=O)N1O	100	90	67	93	71
38	O=[N+]([O-])c1ccc(/C=C/C=C/c2ccccc2)cc1	96	101	96	86	97
39	Cc1cc(=O)c2c(ccc3c(=O)cc(C)[nH]c32)[nH]1	109	99	99	87	99
40	Cc1cc(C)nc(NS(=O)(=O)c2ccc(NC(=O)Nc3cc(Cl)ccc3Cl)cc2)n1	113	96	93	96	94

nr	U251	UO-31	786-0	DU-145
31	99	/	98	115
32	93	87	104	98
33	/	92	99	118
34	26	-79*	-28*	114
35	104	66	103	103
36	113	90	103	110
37	80	58	64	91
38	98	91	90	92
39	107[100 µM]	91	105	121
40	85	87	109	108

# 3 entries from above, with two lines to a compound.
# Under each structure – TK-10	SF-539	SN12C	SF-295	PC-3	U251	UO-31	786-0	DU-145
15) c1ccc2c(c1)CC1C[C@@H](c3cccc4ccccc34)N2O1 (stereo partly drawn)
  81	90	86	93	/	74	53	87	108
18) CNS(=O)(=O)Oc1ccc(-c2sc3cc(OS(=O)(=O)NC)ccc3c2C(=O)c2ccc(OCCN3CCCCC3)cc2)cc1
  100	65	80	89	42	67	51	74	98
14) O=S(=O)(O)c1cnccn1
  94	97	103	101	83	102	93	98	110

# (list continues)
nr	smiles	TK-10	SF-539	SN12C	SF-295	PC-3
41	CCN(CCO)CC(C)Nc1ccc([N+](=O)[O-])c2sc3ccccc3c(=O)c12 (stereo not drawn)	59	25	28	17	28
42	O=C(O)CC1S/C(=N/N=C/c2ccc3c(c2)OCCO3)NC1=O (stereo not drawn)	104	103	106	99	105
43	Cc1ccc(-n2cc(-c3ccccc3)c3c4n(c(=S)nc32)CCN4)cc1	155	102	95	99	84
44	COC(=O)c1ccc(C(=O)OC)c(O)c1	100	102	117	109	98
45	COC(=O)c1cccc(I)c1	114	98	87	106	89
46	COc1ccccc1-c1nc2cc(C(=O)NCc3ccccc3)ccc2n1C1CCCCC1	98	105	97	90	95
47	Oc1ccccc1-c1cncnc1	102	101	99	99	103
48	CC(C)NC(=O)OCc1c(COC(=O)NC(C)C)c(-c2ccc(Cl)cc2)n2c1CCC2	58	16	38	21	68
49	Cc1ccc(N2CCN(CC(O)COc3ccc(Cl)cc3)CC2)cc1 (stereo not drawn)	116	93	106	104	89
50	Cc1csc[n+]1CCC1CCCCC1	102	91	/	102	95

nr	U251	UO-31	786-0	DU-145
41	27	-16*	34	41
42	106	82	100	111
43	95	70	95	105
44	110	97	105	108
45	94	79	95	95
46	104	78	91	109
47	103	96	102	110
48	49	51	36	15
49	105	75	107	114
50	96	96	98	102

# Later entries:
nr	smiles	TK-10	SF-539	SN12C	SF-295	PC-3
51	Cc1ccc(S(=O)(=O)N/N=C/C2(c3ccccc3)CC2)cc1	120	114	99	95	94
52	COc1cc2c3c(n(C4CCC(O)CC4)c(=O)c2cc1OC)-c1cc2c(cc1C3=O)OCO2 (stereo not drawn)	94	35	43	22	/
53	CC1=NN(c2nc(-c3ccco3)c(C#N)c(=O)n2C)C(=O)C1N=Nc1ccc(C(=O)O)cc1 (stereo not drawn)	116	93	94	110	103
54	O=C1NC(=S)S/C1=C\c1ccccc1Cl	106	89	97	100	93
55	C=C(C)[C@@H]1CC=C2c3sc(Nc4ccccc4C(F)(F)F)nc3C[C@@H](C)[C@]2(C)C1	116	105	94	85	76
56	CCN1CCN(C2=NC(=O)/C(=C/c3ccc(Br)cc3F)S2)CC1	129	88	81	102	87
57	CC(=O)c1ccc(NC(=O)CSc2nnc(-c3ccc(-c4nc5ccccc5[nH]4)cc3)o2)cc1	113	87	93	95	93
58	COc1cc(/C=C/C(=O)c2cccc(-n3cc(-c4ccc(Cl)cc4)[nH]c3=O)c2)ccc1O	104	84	46	77	34
59	C=C1C(=O)O[C@H]2[C@H]1CC/C(COC(=O)CCC(=O)OC/C1=C/CC[C@@]3(C)O[C@H]3[C@H]3OC(=O)C(=C)[C@@H]3CC1)=C\CC[C@@]1(C)O[C@@H]21	25	17	5.3*	98	60
60	COc1ccc2nc(-c3ccc(NC(=O)/C=C/c4ccc(OC)c(OC)c4)cc3)sc2c1	88	87	97	81	103

nr	U251	UO-31	786-0	DU-145
51	103	93	112	114
52	38	29	58	60
53	99	86	99	119
54	102	65	84	93
55	90	80	96	102
56	80	58	91	96
57	93	84	105	106
58	32	31	84	78
59	73	0.4*	41	19
60	80	107	59	102

# Continuation.
nr	smiles	TK-10	SF-539	SN12C	SF-295	PC-3
61	c1ccc(N2c3nc4ccccc4cc3Sc3cc4ccccc4nc32)nc1	114	111	76	96	73
62	CNC(=O)c1cccc(N2CCc3c2ccc(NC(=O)Nc2ccccc2)c3F)c1	97	68	91	93	94
63	Cc1ccc(C(=O)c2sc(S)c(-c3nc4ccccc4s3)c2N)cc1	139	100	98	103	88
64	COS(=O)(=O)C1C(=O)C2(C)CCC1C2(C)C (stereo not drawn)	110	99	/	100	92
65	O=C(N/N=C/c1ccccc1)c1ccccc1	107	106	98	112	98
66	O=C(N=Nc1c(O)[nH]c2ccc(Br)cc12)c1ccc2nc(-c3ccccc3)[nH]c2c1	-26*	-98*	-94*	-82*	-84*
67	CSc1ncc(Br)c(=S)[nH]1	102	104	106	104	84
68	Cc1ccc2c(c1)nc(-c1ccccc1)n2CC(=O)N=Nc1c(O)[nH]c2ccc(Br)cc12	-10*	-91*	-72*	-81*	-78*
69	OCCN(Cc1ccccn1)Cc1ccccn1	108	110	107	85	97
70	Cc1cc2nnc3c4ncccc4c(C#N)n3c2cc1C	207	95	94	117	/
71	CN(C)CCCC1(c2ccc(F)cc2)OCc2cc(-c3cccc4[nH]ccc34)ccc21 (stereo not drawn)	58	14	48	20	29

nr	U251	UO-31	786-0	DU-145
61	86	27	93	/
62	85	84	87	109
63	105	76	106	109
64	104	88	95	102
65	103	94	100	119
66	-95*	27	-93*	-60*
67	99	90	97	110
68	-74*	-90*	-88*	-11*
69	97	75	/	93
70	103	81	97	112
71	-24*	-9.8*	37	19

# Screening results (PubChem)
